# Assay outcomes deposited in PubChem BioAssay by several laboratories.
# STK33 kinase inh: inhibitors of purified STK33 kinase, primary screen, biochemical, ADP-Glo luminescence, homogeneous, cell-free. inhibition, % at 10 µM. MBP phosphorylation. 320,000 tested, 0.073% active. Serine/threonine-protein kinase 33 (Homo sapiens), Q9BYT3. AID 2661, 2010;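 active = inhibition at or above 25%, using the most active replicate where run in duplicate; inactive = inhibition below 25%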
# Target sequence (Q9BYT3 whole entry, looked up): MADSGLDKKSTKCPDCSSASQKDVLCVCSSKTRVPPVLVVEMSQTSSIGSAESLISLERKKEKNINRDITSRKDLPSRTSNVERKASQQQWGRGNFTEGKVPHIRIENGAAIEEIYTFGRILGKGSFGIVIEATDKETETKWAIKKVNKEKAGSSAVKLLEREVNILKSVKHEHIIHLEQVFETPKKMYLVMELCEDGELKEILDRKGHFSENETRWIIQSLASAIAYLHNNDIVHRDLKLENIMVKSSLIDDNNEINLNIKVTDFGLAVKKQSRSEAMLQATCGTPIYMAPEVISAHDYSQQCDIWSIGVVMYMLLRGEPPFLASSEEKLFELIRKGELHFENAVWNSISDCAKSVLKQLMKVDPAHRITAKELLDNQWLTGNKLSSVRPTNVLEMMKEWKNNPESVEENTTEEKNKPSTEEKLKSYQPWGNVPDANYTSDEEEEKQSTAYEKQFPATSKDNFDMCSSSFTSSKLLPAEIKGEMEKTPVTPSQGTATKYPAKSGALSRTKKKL
# KCNQ2 inh: KCNQ2 potassium channel inhibitors, primary screen, cell-based, CHO-K1, FluxOR thallium flux, B-score (AID 2156); 20 min; stronger effect = lower value; 310,000 tested, 1.1% active; B-score at 10 µM; Potassium voltage-gated channel subfamily KQT member 2 (Rattus norvegicus), O88943;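 active = fluorescence ratio B-score at most minus 3 library SDs, with starting brightness B-score within 2 library SDs, cut at about -5.5 in these data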
# Kir21 inh: inhibitors of mouse Kir2.1 inward-rectifier potassium channel; 310,000 tested, 0.85% active; Inward rectifier potassium channel 2 (Mus musculus), P35561; AID 1672, 2009; B-score at 10 µM; HEK293-Kir2.1, FluxOR thallium flux fluorescence; stronger effect = lower value;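 active = fluorescence ratio B-score at or below minus 3 SD of library scores, with starting-brightness B-score within 2 SD, cut at about -4.2 in these data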;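 also: channel flux triggered by added potassium and thallium sulfate stimulus; B-score of peak minus minimum fluorescence over baseline after thallium stimulus; more negative B-score means stronger Kir2.1 block with less thallium influx; some compounds called inactive have numbers as strong as hits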
# Target sequence (P35561 whole entry, looked up): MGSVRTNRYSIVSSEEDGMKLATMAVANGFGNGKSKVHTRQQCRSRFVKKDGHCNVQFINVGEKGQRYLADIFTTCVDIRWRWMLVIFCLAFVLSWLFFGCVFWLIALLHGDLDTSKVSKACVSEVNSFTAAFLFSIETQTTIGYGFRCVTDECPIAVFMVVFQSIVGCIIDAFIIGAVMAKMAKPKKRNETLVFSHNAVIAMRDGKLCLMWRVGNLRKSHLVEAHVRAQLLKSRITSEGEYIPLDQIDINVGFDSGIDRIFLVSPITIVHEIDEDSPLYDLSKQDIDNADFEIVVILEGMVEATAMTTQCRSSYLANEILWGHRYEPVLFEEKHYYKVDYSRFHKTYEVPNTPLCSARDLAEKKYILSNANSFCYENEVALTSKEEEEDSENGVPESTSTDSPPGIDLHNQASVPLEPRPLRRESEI
# An asterisk follows results filed as active; i = inactive; · = not tested or not shown.
SMILES | STK33 kinase inh | KCNQ2 inh | Kir21 inh
CCN(CC)S(=O)(=O)c1ccc(NC(=O)c2cc(-c3ccccc3)nc3ccccc23)cc1 | 0.5 | i | 1.2
COCCCNC(=O)Cn1c(=O)n(Cc2ccccc2Cl)c(=O)c2cc(OC)c(OC)cc21 | 0.0 | i | -1.6
O=C(c1cccc(Cl)c1)N1CCN(C2CCCCC2)CC1 | -1.7 | i | -0.13
N#Cc1c(F)cccc1NCCCn1ccnc1 | -2.0 | i | -0.32
O=C(NCc1ccco1)c1cnn2cccnc12 | -0.9 | i | -1.9
CC(C)CNS(=O)(=O)c1ccc(CCC(=O)Nc2cc(Cl)ccc2Oc2ccccc2)cc1 | 5.8 | i | -1.2
COC(=O)[C@]1(Cc2ccccc2)N[C@H](c2ccc(-c3ccc(Cl)c(Cl)c3)cc2)[C@@H]2C(=O)N(C)C(=O)[C@@H]21 | -0.4 | i | -0.29
Cc1cccc(C(=O)N[C@H](C(=O)Nc2nc3ccccc3[nH]2)C(C)C)c1 | -1.1 | i | 2.5
O=C(CCC1CCCCC1)NCc1ccccn1 | 0.5 | i | -1.2
COc1ccc(O[C@H]2C=C[C@@H](c3ccccc3)O[C@@H]2COC(=O)CC/C(C)=N/O[C@H](C)c2cn([C@@H]3COC[C@H]3O)nn2)cc1 | -1.2 | i | -0.43

# Pulled by compound from the entries so far (2):
SMILES | STK33 kinase inh | KCNQ2 inh | Kir21 inh
COc1ccc(O[C@H]2C=C[C@@H](c3ccccc3)O[C@@H]2COC(=O)CC/C(C)=N/O[C@H](C)c2cn([C@@H]3COC[C@H]3O)nn2)cc1 | -1.2 | i | -0.43
O=C(NCc1ccco1)c1cnn2cccnc12 | -0.9 | i | -1.9

# Three compounds already listed, arranged by formula weight, falling:
SMILES | STK33 kinase inh | KCNQ2 inh | Kir21 inh
COc1ccc(O[C@H]2C=C[C@@H](c3ccccc3)O[C@@H]2COC(=O)CC/C(C)=N/O[C@H](C)c2cn([C@@H]3COC[C@H]3O)nn2)cc1 | -1.2 | i | -0.43
CC(C)CNS(=O)(=O)c1ccc(CCC(=O)Nc2cc(Cl)ccc2Oc2ccccc2)cc1 | 5.8 | i | -1.2
O=C(c1cccc(Cl)c1)N1CCN(C2CCCCC2)CC1 | -1.7 | i | -0.13

# Next section
SMILES | STK33 kinase inh | KCNQ2 inh | Kir21 inh
CCOC(=O)C1CCCN(c2nc(C)nc3c2oc2ccccc23)C1 (stereo not given) | 0.4 | i | 1.6
CCc1ccccc1NC(=O)C1CCCN1C(=O)Nc1ccc(C)cc1 (stereo not given) | -0.8 | i | 0.03
COc1cc(CN2CCC(C(=O)NC3CCCC3)CC2)cc(OC)c1O | 0.4 | i | 0.06
COC(=O)Nc1nc2c(s1)CCCC2 | 0.0 | i | 1.7
O=C(/C=C/c1ccc(S(=O)(=O)N2CCOCC2)cc1)N1CCN(c2ccc(F)cc2)CC1 | -0.8 | i | -1.2
Oc1cncc(Cc2ccccc2)c1 | -1.5 | i | 0.56
O=C(Nc1cccc(S(=O)(=O)NC2=NCCCCC2)c1)C1COc2ccccc2O1 (stereo not given) | -0.2 | i | 1.2
O=c1c2[nH]c3ccccc3c2nc2n1CCCS2 | -2.2 | i | 0.89
Cc1cccc(C(=O)N2CCc3cc(-c4nc(NC(=O)Cn5nnc6ccccc6c5=O)sc4C)ccc32)c1 | · | i | 2.6
COc1cc(C(C(=O)NC2CCCCC2)N(Cc2cccs2)C(=O)Cc2c[nH]c3ccccc23)cc(OC)c1OC (stereo not given) | -1.2 | i | 0.63
CCc1nnc(NC(=O)C(C)C)s1 | 0.0 | i | -0.05
COc1ccc(C(O)(CCc2ccccc2)CCN2CCCCC2)cc1 (stereo not given) | -1.5 | i | -0.54
COc1ccccc1N1C(=O)c2cccnc2C1=O | 0.7 | i | 2.3
COC(OC)c1ccnc(SCc2ccccc2Cl)n1 | -0.9 | i | -0.12
O=C(O)CSc1nnc(NC(=O)c2ccc3c(c2)OCO3)s1 | -0.8 | i | 0.03
CSCCC(NC(=O)c1ccc(Cl)cc1Cl)C(=O)NNC(=O)c1csc(N2CCOCC2)n1 (stereo not given) | 0.1 | i | 0.83
Cc1ccc(NC(=O)c2ccc(F)cc2F)cc1NS(C)(=O)=O | -1.7 | i | 0.39
CN(CC(=O)Nc1ccccc1Cl)C(=O)CSc1nnc(-c2ccco2)o1 | -1.1 | i | 2
CCOC(=O)CN=C(NS(=O)(=O)c1ccc(Cl)cc1)c1ccccc1 | 0.0 | i | -2.3
CCCOc1cccc(C2C(C(=O)c3cccs3)=C(O)C(=O)N2CCN2CCOCC2)c1 (stereo not given) | 0.0 | i | 2
Cc1ccc(C(C)NC(=O)c2cccs2)cc1 (stereo not given) | -0.2 | i | -0.22
COc1ccc(OC)c(NC(=O)Cn2cccc2)c1 | -1.6 | i | -0.25
O=C(CSc1nccc(=O)[nH]1)Nc1cccc2ccccc12 | -2.2 | i | -0.58
CSCCC(NS(=O)(=O)c1ccc2c(c1)oc(=O)n2C)C(=O)NCc1ccc(C)cc1 (stereo not given) | -1.9 | i | -0.34
CCCCn1c(SCC(=O)NNC(=O)c2ccco2)nnc1-c1ccco1 | -0.3 | i | -0.06
CNC(=S)Nc1cccc([N+](=O)[O-])c1 | -2.2 | i | 0.52
COc1ccc(S(=O)(=O)NCC2CCCN(C(=O)CCSC)C2)cc1 (stereo not given) | -0.3 | i | 0.06
Cc1ccc(OCCCC(=O)Nc2cc(Cl)ccc2-n2cncn2)cc1 | -0.7 | i | -0.01
COc1ccc(NC(=O)c2cc(-c3ccccc3)nc3c2c(C)nn3-c2ccccc2)c(OC)c1 | -0.9 | i | -0.84
COc1ccc(-c2c(-c3ccc(OC)cc3O)nc(C)nc2C(F)(F)F)cc1 | 0.4 | i | -0.18

# The results go on:
Molecule,STK33 kinase inh,KCNQ2 inh,Kir21 inh
Cc1cc(F)ccc1NC(=O)c1ccc(NS(=O)(=O)c2cc(C(C)(C)C)ccc2C)cc1,-2.7,i,0.05
COC(=O)c1ccc(Oc2c(C)oc3c(CN4CCN(C)CC4)c(O)ccc3c2=O)cc1,9.8,i,0.22
COc1cc(C(=S)N2CCCCC2)ccc1OCC(=O)N1CCCC1,0.2,i,2.2
CN(Cc1ccc(F)cc1)C(=O)COc1ccc2ccccc2c1,0.3,i,0.58
COc1cccc2cc(NC(=O)C3CCCCC3)c(=O)oc12,0.1,i,0.77
O=C(Nc1ccccc1)c1cccc(S(=O)(=O)NC2CCCC2)c1,-1.2,i,0.52
Cn1c(SCc2cccc([N+](=O)[O-])c2)nc2c(c1=O)SCC2,-2.7,i,-1.2
O=C(CSCc1nc2scc(-c3cccs3)c2c(=O)[nH]1)Nc1ccccn1,0.3,i,-0.27
O=C(Oc1ccccc1N1C(=O)C2CCCCC2C1=O)c1ccccc1F (stereo not given),-0.6,i,1.7
Cc1ccc(C)c(NC(=O)CN(C)C(=O)COc2cccc3c2OC(C)(C)C3)c1,-1.5,i,-1.1
CCCCN(C(=O)c1cccc(S(=O)(=O)N2CCOCC2)c1)c1c(N)n(CCC)c(=O)[nH]c1=O,-0.3,i,0.81
C/C(=N\NC(=O)c1csc2ccccc12)c1ccc(O)cc1,-2.9,i,0.02
CCCCn1c(SCC(=O)NCc2cccs2)nc2c1c(=O)n(C)c(=O)n2C,-0.4,i,0.05
COc1ccc2oc(=O)c(/C(N)=N/NC(=O)c3ccncc3)cc2c1,1.7,i,0.45
O=C(O)c1cc(S(=O)(=O)N2CCCCCC2)ccc1Cl,-0.9,i,0.12
CC(=O)N/C(=C/c1ccc2c(c1)OCO2)C(=O)N1CCOCC1,0.1,i,-0.68
O=S(=O)(NNC(=S)NCC1CCCO1)c1cc(Cl)ccc1Cl (stereo not given),-0.7,i,-1.9
Cc1ccc(C2=CC(c3cccs3)n3nnnc3N2)cc1 (stereo not given),-1.5,i,-0.25
CCOC(=O)C1=C(N)N(c2ccc(C)cc2)C2=C(C(=O)CCC2)C1c1cccs1 (stereo not given),-2.2,i,-1.6
CCOC(=O)N1CCC2(CC1)C(C#N)=C(N)OC1=C2C(=O)CCC1,1.1,i,0.11
CCO[C@H]1OC(C(N)=O)=C[C@@H](C2CCCCC2)[C@@H]1CCCO,1.6,i,0.41
COc1ccc2[nH]c(C(=O)N3CCC(CO)(Cc4cccc(C(F)(F)F)c4)CC3)c(C)c2c1,0.1,i,-0.1
CCOC(=O)c1ccc(Oc2nc(SC)nc(N(C)C)n2)cc1,-0.3,i,1.2
CCOc1ccnc(OCC)c1Br,-2.8,i,0.65
COc1cc(CCC(=O)Nc2cc(Cl)ccc2N2CCN(C)CC2)cc(OC)c1OC,1.2,i,-1
O=C(c1ccccc1Nc1ccc(SC(F)F)cc1)N1CCCCCC1,1.1,i,-1.7
CN(C)CCNC(=O)C1CCN(S(=O)(=O)c2ccc3ccccc3c2)CC1,-1.1,i,0.42
CC(Sc1nc2cc(Cl)ccc2s1)C(=O)Nc1ccc2c(c1)OCO2 (stereo not given),0.0,i,0.59
O=c1ccc(-c2ccc(S(=O)(=O)N3CCCCC3)o2)n[nH]1,-0.1,i,0.12
O=C1OC(N2CCN(C/C=C/c3ccccc3)CC2)c2ccccc21 (stereo not given),-1.3,i,0.19
CCOC(=O)C1CCN(C(=O)c2ccc(OCC(=O)Nc3cccc(C(F)(F)F)c3)cc2)CC1,0.0,-6.5*,-0.96
Cn1c(=O)c2c(nc(CN3CCN(Cc4ccccc4)CC3)n2Cc2cccc(Cl)c2)n(C)c1=O,-0.7,i,-0.93
CC(C(=O)NCC1(c2ccccc2)CCCC1)N1CCCC1 (stereo not given),-2.1,i,1.1
CCCCN(CCCC)C(=O)c1cn(CC)c2cc(N3CCN(C)CC3)c(F)cc2c1=O,0.4,i,-0.09
O=C1OC(N2CCN(c3ccccn3)CC2)c2ccccc21 (stereo not given),-0.5,i,0.07
COc1ccccc1NC(=O)c1nc[nH]c1C(=O)Nc1ccccc1OC,0.6,i,1.2
COc1ccc(CCNC(=O)c2ccc(CNS(=O)(=O)c3ccccc3)cc2)cc1OC,-1.1,i,-0.09
COCCNC(=O)c1onc(CSc2ccc(F)c(F)c2)c1C(=O)O,0.9,i,-0.67
CC12CC(NC(=O)N1c1cccc(C(=O)N3CCN(c4ccccn4)CC3)c1)c1ccccc1O2 (stereo not given),-0.1,i,0.8
CCn1cc(C(=O)N2CCN(c3ccccc3)CC2)c(=O)c2cc(S(=O)(=O)N3CCOCC3)ccc21,-0.6,i,-0.43
C[N+](C)(C)CCNC(=O)c1cc[n+](Cc2ccccc2)c(/C=N/O)c1,-1.0,i,-2.6
O=C(O)/C=C/C(=O)NCCc1cccc(Cl)c1,0.7,i,-2.4
C[C@H]1C=C(C(=O)NC2CC2)O[C@@H](OCc2ccc(CO)cc2)C1,-0.2,i,-0.46
C[N+]1(CC(=O)OC2CCCCCCCCCCC2)CCCC1,-1.2,i,1.2
CSc1cccc(NC(=O)C2CCN(C(=O)c3ccccc3C)CC2)c1,-1.1,i,-1.9
COc1ccc(C2C3=C(CCCC3=O)Nc3nc(SCc4ccccc4)nn32)cc1OC (stereo not given),-1.8,i,-0.24
Cc1ccc(-c2nnn(CC(=O)Nc3ccc4nn(-c5ccccc5)nc4c3)n2)o1,-0.4,i,-1.1
COc1ccc(C(=O)N2CCCCCCC2)cc1OC1CCN(C(C)C)CC1,-1.0,i,-0.08
O=C(N=Nc1ccc(NOC(=O)c2ccccc2Br)cc1)c1ccccc1O,0.1,i,0.85
Cc1cccc(NC(=O)C(C)Oc2ccccc2C)n1 (stereo not given),-0.4,i,-1.1
O=C(O)C1[C@H]2C(=O)N(C3CCCC3)C[C@]23C=C[C@H]1O3 (stereo not given in full),-0.9,i,-1.4
CC(C)(C)C(=O)N1CCN(c2ccnc3cc(Cl)ccc23)CC1,6.7,i,1.3
COc1cccc(NC(=O)CSc2nc(O)c(C)c(=O)n2-c2ccc(C)cc2)c1,-0.1,i,-0.51
COc1ccc(NC(=O)C2CCCN(S(=O)(=O)c3c(C)[nH]c(=O)[nH]c3=O)C2)cc1 (stereo not given),-1.4,i,-0.49
CC(C)(C)NC(=O)[C@@H]1CN(Cc2cccnc2)CCN1C[C@@H](O)C[C@@H](Cc1ccccc1)C(=O)N[C@H]1c2ccccc2C[C@H]1O,-3.4,i,-0.33
Nc1ccc(-c2nc(-c3ccccc3)nc3ccccc23)cc1,-2.0,i,1.4
O=C(O)c1cccc(NC(=O)c2ccccc2NC(=O)c2ccccc2F)c1,0.5,i,-0.06
O=C(NC1CC1)C(Cc1ccccc1)NS(=O)(=O)c1ccccc1F (stereo not given),-0.2,i,-1.2
O=C(NCc1ccccc1)c1csc2c1CCCC2,-0.1,i,0.03
CCN1C(=O)/C(=C\c2cccc(OC(=O)c3ccco3)c2)SC1=S,-1.8,i,-1.6

# Continued.
Molecule,STK33 kinase inh,KCNQ2 inh,Kir21 inh
CCn1c(=O)cc(N2CCC3(CC2)OCCO3)[nH]c1=O,-2.0,i,0.12
COc1ccc(C2C3=C(CC(C)(C)CC3=O)Oc3ncn(CCCn4ccnc4)c(=N)c32)cc1 (stereo not given),-0.4,i,-1.1
NNC(=O)c1cc2ccccc2cc1NS(=O)(=O)c1ccccc1,-1.1,i,-1.4
O=C(Nc1nnc(-c2ccc(F)cc2)o1)c1cc(Cl)sc1Cl,-0.2,i,-0.7
Cc1nnc2ccc(N3CCC4(CC3)OCCO4)nn12,-0.7,i,1.6
